CIT2-GFP yeast = modulators of CIT2-GFP expression in yeast, primary screen, S. cerevisiae, GFP fusion, multiplex flow cytometry, MLPCN library; hit rate 0.065% among 320,000; GFP response vs DMSO, % at 10 µM; S. cerevisiae CIT2-GFP strain, 3 h; 100 means same as DMSO wells;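 active = GFP response relative to DMSO above a set limit, near the screen mean plus 3 SD, cut at about 150% in these data; inconclusive = Fewer than 70 cells measured for a yeast strain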;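 also: ratio of well median GFP fluorescence to mean of DMSO wells on the plate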
CR mimetic SO = reduction of superoxide in aged yeast, primary screen, HTS | S. cerevisiae aged cells, superoxide DHE fluorescence; hits give low values | superoxide response (% of plate mean), % at 10 µM | hit rate 0.18% among 330,000;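 active = superoxide response under a set limit, about three screen SD below normal, cut at about 65% in these data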;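 also: yeast aged for seven days with compound at 30 °C before DHE staining; 100% = average MFI of all compound-treated wells on the plate with controls excluded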
VLA-4 inh = inhibition in human VLA-4 binding assay, primary screen, VLA-4 allosteric modulator project, MLPCN library, flow cytometry, VLA-4 expressing cells. hit rate 0.2% among 330,000. ligand binding flow cytometry. inhibition, % (about 7 µM as worked out from the volumes in the protocol). AID 2557, 2010. Integrin alpha-4 (Homo sapiens), P13612; in the data active = inhibition above about 50%
Target sequence (P13612 whole entry, looked up): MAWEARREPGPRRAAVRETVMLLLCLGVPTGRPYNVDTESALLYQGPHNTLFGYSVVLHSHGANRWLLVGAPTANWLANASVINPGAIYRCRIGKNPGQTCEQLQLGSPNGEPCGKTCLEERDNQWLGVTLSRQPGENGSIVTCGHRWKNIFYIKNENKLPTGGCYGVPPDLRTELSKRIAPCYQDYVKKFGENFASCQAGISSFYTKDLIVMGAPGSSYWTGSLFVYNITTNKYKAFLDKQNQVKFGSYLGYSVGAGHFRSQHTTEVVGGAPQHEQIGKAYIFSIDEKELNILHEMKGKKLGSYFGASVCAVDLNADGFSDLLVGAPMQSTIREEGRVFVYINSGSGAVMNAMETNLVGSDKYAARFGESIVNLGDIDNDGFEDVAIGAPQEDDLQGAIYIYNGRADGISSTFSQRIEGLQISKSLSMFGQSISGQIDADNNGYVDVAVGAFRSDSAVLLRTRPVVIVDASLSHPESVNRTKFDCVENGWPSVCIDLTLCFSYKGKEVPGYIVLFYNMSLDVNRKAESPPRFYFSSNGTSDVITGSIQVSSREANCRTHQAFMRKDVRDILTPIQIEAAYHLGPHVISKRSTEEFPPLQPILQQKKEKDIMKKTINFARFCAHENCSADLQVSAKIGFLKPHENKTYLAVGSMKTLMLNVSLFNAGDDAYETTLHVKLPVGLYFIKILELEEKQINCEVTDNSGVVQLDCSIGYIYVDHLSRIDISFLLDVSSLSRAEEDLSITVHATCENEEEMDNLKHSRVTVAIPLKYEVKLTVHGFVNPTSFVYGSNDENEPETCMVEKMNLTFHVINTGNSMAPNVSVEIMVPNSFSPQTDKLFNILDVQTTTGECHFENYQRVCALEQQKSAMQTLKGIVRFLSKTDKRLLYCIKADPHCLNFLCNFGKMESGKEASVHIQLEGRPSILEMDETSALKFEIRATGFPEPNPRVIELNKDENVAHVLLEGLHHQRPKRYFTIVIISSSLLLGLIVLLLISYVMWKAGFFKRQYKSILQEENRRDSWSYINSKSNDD
GRK2 inh = compounds blocking aptamer binding on GRK2 – biochemical, human GRK2, bead flow cytometry, HTS, primary screen | hit rate 0.59% among 330,000 | FAM-aptamer displacement from GRK2 | inhibition of aptamer binding, % at 10 µM | Beta-adrenergic receptor kinase 1 (Homo sapiens), P25098;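 active = inhibition of aptamer binding above 40%, roughly 3 SD of noise, on plates passing a quality check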;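 also: median bead fluorescence of bound FAM aptamer so fluorescent compounds give negative values; no value below 0 was filed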
AGP1-GFP MLPCN = modulators of AGP1-GFP expression in yeast TOR pathway, primary screen, cell-based, multiplex flow cytometry, S. cerevisiae, MLPCN library | 3 h; GFP as percent of DMSO wells | GFP response vs DMSO, % at 10 µM | hit rate 0.02% among 320,000 | AID 2066, 2009;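 active = GFP response relative to DMSO above a set limit, near screen average plus 3 SD, cut at about 150% in these data; inconclusive = fewer than 70 cells counted for the yeast strain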;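 also: median GFP channel fluorescence of the gated AGP1 strain per well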
MEP2 TOR yeast = modulators of MEP2-GFP levels in yeast, primary screen, S. cerevisiae, multiplex flow cytometry, MLPCN library; S. cerevisiae MEP2-GFP strain, 3 h; 100% = DMSO control level; GFP response vs DMSO, % at 10 µM; hit rate 0.51% among 330,000;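 active = GFP response versus DMSO above a set limit, roughly screen mean plus 3 SD, cut at about 180% in these data; inconclusive = fewer than 70 cells counted for a yeast strain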;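 also: median GFP fluorescence of the barcode-gated MEP2-GFP cells per well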
LAP4-GFP MLPCN = modulators of LAP4-GFP expression in yeast, primary screen, S. cerevisiae, multiplex flow cytometry, MLPCN library; GFP response vs DMSO, % at 10 µM; AID 2023, 2009; hit rate 0.34% among 320,000; 3 h; median GFP as percent of DMSO wells;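 active = GFP response vs DMSO above a set limit, about the screen mean plus 3 SD, cut at about 150% in these data; inconclusive = under 70 cell events counted for the yeast strain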
RPL19A TOR yeast = RPL19A-GFP expression modulators in yeast, primary screen, cell-based, S. cerevisiae, multiplex flow cytometry, MLPCN; percent response vs DMSO, % at 10 µM; S. cerevisiae RPL19A-GFP strain, 3 h; hits give low values; AID 2025, 2009; hit rate 0.3% among 330,000;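 active = percent response vs DMSO below 50%; inconclusive = fewer than 70 events counted for the yeast strain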;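 also: median channel GFP fluorescence of the barcoded RPL19A-GFP strain; ratio of sample median GFP to plate DMSO average so 100% = DMSO; lower means less RPL19A-GFP as with rapamycin TOR inhibition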
Numbers without * were called inactive; u = inconclusive; & = joins results of further samples; [ ] = dose if it differs, or a comment.

Start of the listing, in advance, 2 compounds:
SMILES	CIT2-GFP yeast	CR mimetic SO	VLA-4 inh	GRK2 inh	AGP1-GFP MLPCN	MEP2 TOR yeast	LAP4-GFP MLPCN	RPL19A TOR yeast
COC(=O)c1ccc(NC(=O)COc2cccc(-n3cnnn3)c2)cc1	102.6	121.9	5.1	1.0	98.7	100.4	96.7	95.5
CC1CCCC(C)N1C(=O)Cn1cc(C#N)c2ccccc21 (stereo unspecified)	98.5	107.0	-0.7	2.0	102.8	101.7	100.1	99.5

The listing, from the start:
SMILES	CIT2-GFP yeast	CR mimetic SO	VLA-4 inh	GRK2 inh	AGP1-GFP MLPCN	MEP2 TOR yeast	LAP4-GFP MLPCN	RPL19A TOR yeast
COC(=O)c1ccc(NC(=O)COc2cccc(-n3cnnn3)c2)cc1	102.6	121.9	5.1	1.0	98.7	100.4	96.7	95.5
CC1CCCC(C)N1C(=O)Cn1cc(C#N)c2ccccc21 (stereo unspecified)	98.5	107.0	-0.7	2.0	102.8	101.7	100.1	99.5
Cc1ccc2nc3n(c(=O)c2c1)-c1ccccc1C(=O)NC3Cc1ccc(O)cc1 (stereo unspecified)	98.8	84.2	8.5	5.0	97.9	94.6	89.2	99.4
Cc1n[nH]c(=O)c2c(NC(=O)CSc3nnc(-c4ccco4)n3C)oc(C)c12	99.9	96.7	38.1	0.0	111.3	99.3	98.9	103.5
Cc1cc(NC(=O)CN(C)S(=O)(=O)c2ccc(-c3ccc(=O)[nH]n3)s2)ccc1Br	99.3	137.8	14.4	3.0	94.5	93.2	86.3	101.2
COc1ccc(C2C(C(=O)O)CCC(=O)N2c2ccc(C)cc2)cc1OC (stereo unspecified)	105.4	103.1	-1.3	0.0	93.9	97.1	102.8	92.3
Cn1c(N2CCOCC2)nc2c1c(=O)n(Cc1ccc(Cl)c(Cl)c1)c(=O)n2C	101.2	86.4	6.8	2.0	106.0	103.5	101.3	99.5
CSc1cc(-c2ccc(Cl)cc2)n(Cc2ccccc2)c(=O)c1C#N	94.3	116.1	-0.3	0.0	96.8	97.4	97.3	100.1
Fc1ccc(CNc2ncccn2)cc1	u	99.1	-2.8	0.0	u	189.9*[may fluoresce violet]	60.4[may fluoresce violet]	29.7*[may fluoresce violet]
CCCNC(=O)C1(CC2CC(c3ccccc3)=NO2)CCN(C(=O)OC(C)(C)C)CC1 (stereo unspecified)	96.0	102.2	15.4	0.0	95.1	104.1	93.9	96.8
Cc1ccc(-c2noc(CCC(=O)Nc3cc(C)ccn3)n2)cc1	101.6	95.7	5.8	1.0	106.1	98.2	100.0	104.5
Cc1nnc(N2CCC(C(=O)N3CCCCC3)CC2)c2nn(-c3ccc(Cl)cc3)c(C)c12	99.4	113.2	16.0	0.0	95.3	114.8	96.2	97.1
Nc1ccc[n+](Cc2ccccn2)c1	115.9	96.3	-1.1	1.0	109.0	114.7	106.7	110.1
COC(=O)c1nc2nc(C)cc(=O)n2[nH]1	95.8	99.1	13.2	0.0	97.9	100.8	95.6	93.8
CC(NC(=O)CN(c1ccc(Cl)cc1)S(C)(=O)=O)c1ccccc1 (stereo unspecified)	106.4	98.4	18.2	1.0	104.0	102.8	96.7	100.9
CC(C)(C)OC(=O)N[C@@H](C(=O)OC(C)(C)C)c1ccc2ccccc2c1	103.8	124.2	5.1	0.0	97.7	95.2	95.4	101.8
O=C(Nc1sc2c(c1C(=O)O)CCCC2)c1ccc(Cl)cc1	111.9	107.3	-10.3	0.0	109.7	128.9	109.6	109.0
CCOCCCN1C(=O)CN(C2CCCCC2)C(=O)C1c1ccc(OCC)c(OC)c1 (stereo unspecified)	78.1	89.5	0.5	0.0	111.4	150.9	111.1	93.2
CC(=O)Nc1ccc(SC[C@H](c2ccccc2)N2CCN(CCc3ccccc3)CCC2=O)cc1	83.9	107.4	8.8	0.0	93.3	99.8	110.3	100.4
CC(C)C1=C2OC(N)=C(C#N)C(C#N)=C2C(C)CC1 (stereo unspecified)	92.6	99.7	2.3	2.0	92.7	103.8	98.6	97.7
Cc1ccc(/C=C/C(=O)OCC(=O)c2ccc3c(c2)NC(=O)CO3)o1	105.9	90.8	6.7	0.0	100.8	110.7	94.2	100.9
CCOC(=O)c1ccc(NC(=O)CCc2nc(-c3ccc(C)cc3)no2)cc1	98.7	105.4	1.6	0.0	103.8	111.5	111.2	104.0
CC(C)(C)C1CCC(CN2C(Nc3ccccc3)=NC[C@@H]2Cc2ccccc2)CC1 (stereo partly specified)	85.3	127.2	12.4	0.0	95.3	95.9	91.4	93.0
Cn1c(=O)oc2cc(S(=O)(=O)N3CCN(c4ccc(F)cc4)CC3)ccc21	88.1	109.7	-28.8	0.0	113.7	86.7	77.2	108.5
O=C(CCN1C(=O)c2ccccc2C1=O)CN1CCOCC1	89.1	112.3	7.0	19.0	97.0	101.1	101.0	95.5
CC1CCC(NC(=S)NCCN(C)C)CC1 (stereo unspecified)	102.0	107.5	-6.2	0.0	101.0	100.1	97.3	97.8
COc1ccc(-n2nc(C(=O)NCC(=O)N3CCN(c4ccccc4OC)CC3)c3ccccc3c2=O)c(OC)c1	91.7	97.4	-6.4	0.0	102.7	98.3	108.0	94.7
Cc1cc(OC(C)C(=O)NCC(O)c2ccccc2)c2c(C)cc(=O)oc2c1 (stereo unspecified)	91.5	119.8	7.1	2.0	93.5	93.8	89.9	94.0
Cc1[nH]c(C)c(S(=O)(=O)N2CCN(c3ccccc3F)CC2)c1C(=O)N1CCCCC1	101.2	97.5	6.1	1.0	98.1	112.6	101.7	100.3
CC1(C)CC(CC(=O)O)(c2ccc(F)cc2)CCO1 (stereo unspecified)	105.4	89.6	-16.0	3.0	105.1	103.9	106.9	103.2
O=C1c2ccccc2NC(c2c(Cl)cccc2Cl)N1Cc1ccccc1 (stereo unspecified)	97.5	96.5	17.4	0.0	102.8	100.6	102.7	102.9
CN(CC(=O)Nc1ccc(S(N)(=O)=O)cc1)C1CCCCC1	100.3	94.9	3.8	0.0	99.5	104.3	92.9	98.4
Cc1nn2c(-c3ccc(F)cc3)ccnc2c1Cl	108.0	100.0	4.7	1.0	99.1	109.5	105.7	106.1
COc1ccc(C(=O)NCCS(=O)(=O)NCc2ccc(F)cc2)cc1	92.5	92.2	8.6	0.0	105.5	97.2	104.9	105.0
COc1ccc(C(=O)C[n+]2cc(-c3ccc(OC)cc3)n3c2CCCC3)cc1	99.1&97.7	94.5&74.8	6.0&-2.6	0.0&0.0	102.4&104.5	96.3&89.9	107.7&105.9	97.1&98.0
CCCCn1c(-c2cccc(Br)c2)nc2cc3[nH]c(=O)c(C(C)C)nc3cc21	82.0	108.7	-34.3	11.0	88.7	97.3	102.6	104.0
CCc1c(C)nc(N)n2c(SCC(=O)NC3CCCCC3)nnc12	103.0	99.0	2.3	0.0	100.5	99.3	95.3	102.3
COc1ccc(OC)c(N(/C(N)=N/c2nc(C)cc(C)n2)S(=O)(=O)c2ccc(NC(C)=O)cc2)c1	92.8	131.9	7.9	0.0	95.5	104.2	85.9	106.6
CCN(CC)CCNC(=O)C1c2cc(OC)c(OC)cc2C(=O)N(C)C1c1cccs1 (stereo unspecified)	95.9	99.3	5.5	2.0	102.3	107.8	109.3	98.9
Cc1cccc(NC(=O)CS(=O)(=O)c2c[nH]c3ccccc23)c1C	105.9	99.3	-14.6	3.0	108.4	104.5	104.3	103.0
CC1(C)NC(=O)N(CC(O)CN(c2ccccc2)S(=O)(=O)c2ccccc2[N+](=O)[O-])C1=O (stereo unspecified)	105.9	100.2	0.1	4.0	100.7	101.7	93.2	104.4
COc1ccc(NC(=O)Nc2ncn(Cc3cccc(C(F)(F)F)c3)n2)cc1OC	92.5	99.6	4.6	0.0	89.6	92.7	87.4	94.6
Cc1ccnc(NC(=O)c2cc(F)c(F)cc2Cl)n1	108.5	101.3	-3.0	0.0	103.1	107.4	95.3	102.7
Cc1ccccc1-c1ccc(=O)n(CC(=O)Nc2ccc(C(=O)N3CCCC3)cc2)n1	105.5	102.0	-3.7	0.0	108.3	105.2	100.1	104.0
CCCCNC(=S)N/N=C/c1cc(C)ccc1C	97.1	111.6	5.9	1.0	109.2	113.4	120.6	95.6
CN(CC(=O)Nc1ccccc1Br)C(=O)c1cccc(S(=O)(=O)NCc2ccccc2)c1	99.5	97.0	-5.0	0.0	108.1	101.6	103.2	99.4
CN1CCc2c(sc(/N=C/c3cc(Cl)ccc3O)c2C#N)C1	108.2	100.1	-4.3	0.0	108.6	111.9	97.6	109.8
COCCN1C(=O)N(C)[C@@H](c2ccccc2)C(C(C)=O)=C1C	85.7	95.9	9.8	3.0	90.6	91.7	124.6	98.0
Cc1nn(-c2ccccc2)c(Cl)c1/C=C1/C(=N)N2N=C(C(C)C)SC2=NC1=O	98.7	96.7	2.3	1.0	95.8	101.1	102.7	101.6
CC(=O)Nc1ccc(NC(=O)c2cc([N+](=O)[O-])cc([N+](=O)[O-])c2)cc1	105.5	110.7	13.0	2.0	107.4	106.8	99.8	103.0
CC(C)c1nnc(NC(=O)CCC(=O)NC2CCCCC2)s1	91.5	94.2	-5.5	0.0	97.4	89.5	97.3	92.4
CCN(CC)C(=O)CSc1nc2cc3c(cc2c(=O)n1CCCC(=O)NCCc1ccc(OC)c(OC)c1)OCO3	112.3	97.1	8.8	0.0	108.1	100.7	98.4	96.7
Cc1csc(NC(=O)c2ccoc2C)n1	99.0	88.4	8.0	1.0	100.0	98.4	99.4	101.9
CCOc1cc(/C=C2/C(=N)N3OC(C)=CC3=NC2=O)ccc1OC	92.5	94.7	9.2	0.0	93.2	89.4	95.3	104.2
Cc1cnc(NC(=O)c2cc3c(s2)CCCC3)s1	85.1	105.1	32.1	0.0	98.3	106.6	136.6	102.3
C#CCOCCOCCOCCNc1nc(N2CCN(C(=O)CCCCCCCCCCNC(=O)[C@H](CCCCN)n3cc(C)nn3)CC2)nc(N2CCN(C(=O)CCCCCCCCCCNC(=O)[C@@H]([C@H](C)CC)n3cc(CCCCCN)nn3)CC2)n1	89.4	104.2	-16.5	0.0	80.2	86.8	153.4*	88.5
C/C(=N\NC(N)=O)c1ccc(Cl)cc1	94.9	91.9	2.8	0.0	92.6	89.2	89.0	90.6
CCn1c(SCC(=O)Nc2ccccc2N2CCOCC2)nnc1-c1ccccc1	106.3	89.8	-9.8	12.0	109.3	107.0	95.7	99.3
O=C(NCCc1cccc(Cl)c1)c1ccc2c(c1)OCO2	95.5	94.7	-6.9	5.0	96.9	107.2	111.2	100.5
COc1ccc(CCN2C(=O)CC(NNC(=O)c3cccc(O)c3)C2=O)cc1 (stereo unspecified)	94.8	101.3	7.9	4.0	104.0	102.7	94.8	103.7

(next part)
SMILES	CIT2-GFP yeast	CR mimetic SO	VLA-4 inh	GRK2 inh	AGP1-GFP MLPCN	MEP2 TOR yeast	LAP4-GFP MLPCN	RPL19A TOR yeast
O=[N+]([O-])c1ccc(Cl)cc1N1CCCCC1	96.2	92.3	7.6	0.0	97.3	101.6	90.4	98.8
CN1CCC[C@@H]1CCNC(=O)c1cccc2c1C(=O)c1ccc(N3CCCC3)cc1S2(=O)=O	100.5	100.7	-168.3	0.0	100.5	91.2	93.7	100.2
CN(C)CC/C=C1/c2ccccc2CS(=O)(=O)c2ccccc21	105.3	93.9	-0.8	0.0	109.4	100.9	99.4	102.9
CCc1cc2ccc(C)cc2nc1SCC(=O)Nc1cc(OC)c(OC)cc1C(=O)O	97.5	108.3	-1.3	3.0	24.1	108.6	90.9	100.4
